Compound activity deposited in PubChem BioAssay by Broad Institute.
C diff growth – C. difficile growth inhibitors, primary screen, HTS; 86,000 compounds, 0.25% hits; Clostridium difficile clinical isolate growth, OD600, 24 h; active compounds read low; growth activity, negative = inhibition, % at 16 µg/mL (by protocol);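 active = mean growth activity at or below -80% and every replicate also at or below -80%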;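 also: 0% = DMSO wells and -100% = levofloxacin 16 µg/mL wells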
Tcruzi prolif – T. cruzi intracellular proliferation inhibitors, primary screen, cell-based, beta-gal Tulahuen parasites, NIH3T3 host, luminescence; T. cruzi beta-gal in NIH3T3, GalScreen luminescence, 90 h; inhibition, % at 8.34 µM; 77,000 compounds, 5.9% hits; AID 624255, 2012;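 active = mean inhibition above about 93%, with at least 55% of replicates each passing it, limit read from the data, passing the limit was not always enough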
Pf Dd2 growth – P. falciparum Dd2 growth inhibitors, primary screen, SYBR Green fluorescence, single dose replicates | 94,000 compounds, 2.3% hits | 72 h; active compounds read low | activity change, % at 10 µM; in the data active = activity change below about -80%
KDM4C inh – inhibitors of GASC-1 (KDM4C) histone demethylase, primary screen, biochemical, single concentration HTS; inhibition, % at 12.5 µM; GST-KDM4C 2-372, H3K9me3 peptide, LANCE TR-FRET; 96,000 compounds, 0.15% hits;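 active = mean replicate inhibition above about 25%, with at least 55% of replicates also reaching it, limit read from the data, passing the limit was not always enough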
Target sequence (Q9H3R0 2-372 limits assumed): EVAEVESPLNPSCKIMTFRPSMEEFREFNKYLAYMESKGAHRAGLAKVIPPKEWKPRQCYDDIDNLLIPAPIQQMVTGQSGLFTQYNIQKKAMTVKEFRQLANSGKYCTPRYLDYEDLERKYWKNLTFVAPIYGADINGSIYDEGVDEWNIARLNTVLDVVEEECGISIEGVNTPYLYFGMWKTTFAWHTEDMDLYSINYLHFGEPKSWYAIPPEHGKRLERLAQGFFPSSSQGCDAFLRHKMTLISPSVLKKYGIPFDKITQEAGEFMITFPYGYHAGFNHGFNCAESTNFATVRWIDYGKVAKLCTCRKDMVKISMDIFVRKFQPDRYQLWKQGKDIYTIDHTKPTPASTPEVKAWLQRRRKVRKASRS
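Test system: N-terminal GST-fused human GASC-1 (KDM4C) fragment, residues 2-372; quantity: GASC-1 enzyme at 10 nM final in reaction; dosing: single dose; schedule: 30 min demethylation and 1 h detection at room temperature; signal: LANCE TR-FRET, excitation 340 nm, emissions 618 and 671 nm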
Active calls of the source: *; . = not tested or not shown; & = joins results of further samples; ! = not active in a repeat. Rows are unselected. About 6.7% of those tested had a hit in this group.

SMILES	C diff growth	Tcruzi prolif	Pf Dd2 growth	KDM4C inh
C[C@@H]1CN([C@@H](C)CO)C(=O)c2cccc(NC(=O)c3cnccn3)c2O[C@H]1CN(C)S(=O)(=O)c1cccs1	-1	1	1	-0.4
Cc1cc(C(=O)Nc2cccc3c2O[C@H](CN(C)Cc2ccc(C(=O)Nc4ccccc4N)cc2)[C@@H](C)CN([C@@H](C)CO)C3=O)n(C)n1	-2	106*	-87*	-3.1
C[C@@H]1CCCCO[C@@H](CN(C)CC2CCCCC2)[C@@H](C)CN([C@H](C)CO)C(=O)c2cc(NC(=O)Nc3ccccc3)ccc2O1	9	103*	-65	-1.6
O=C(C[C@@H]1CC[C@H]2[C@@H](COC[C@@H](O)CN2C(=O)c2ccncc2)O1)NC1Cc2ccccc2C1	-1	20	-3	0.9
COc1cccc(NC(=O)C[C@H]2CC[C@H]3[C@H](COc4ccc(NC(=O)C5CCCCC5)cc4C(=O)N3C)O2)c1	9	10	-6	5.1
CC(C)NC(=O)N(C)C[C@@H]1Oc2ncc(C#CC3CC3)cc2C(=O)N([C@@H](C)CO)C[C@H]1C	-1	.	21	1.0
CN(C)CCCNC(=O)C[C@H]1CC[C@@H]2[C@H](COc3ccc(NC(=O)c4ccc5c(c4)OCO5)cc3C(=O)N2C)O1	3	-109	3	3.3
CC(=O)N(C)C[C@@H]1Oc2ncc(C#C[C@H](C)O)cc2C(=O)N([C@@H](C)CO)C[C@H]1C	-1	-1	11	0.0
CNC[C@H]1Oc2cc(C#Cc3ccc(F)cc3)ccc2S(=O)(=O)N([C@@H](C)CO)C[C@@H]1C	-1	.	-13	-3.6
Cc1noc(C)c1S(=O)(=O)Nc1ccc2c(c1)C(=O)N([C@H](C)CO)C[C@H](C)[C@@H](CN(C)C(=O)Nc1ccccc1)OCCCC[C@@H](C)O2	-7	50	29	-1.6
C[C@H](CO)N1C[C@H](C)[C@@H](CN(C)C(=O)CCN2CCCCC2)Oc2ncc(C#CCN(C)C)cc2C1=O	-2	-59	36	3.7
C[C@@H]1CN([C@@H](C)CO)C(=O)CCCn2cc(nn2)CO[C@H]1CN(C)Cc1ccc2cccnc2c1	-8	-140	23	-0.3
Cc1noc(C)c1S(=O)(=O)N(C)C[C@H]1OCCCC[C@H](C)Oc2ccc(NC(=O)Nc3ccc(C(F)(F)F)cc3)cc2C(=O)N([C@H](C)CO)C[C@@H]1C	1	102*	-10	0.8
Cc1ccc(S(=O)(=O)Nc2cccc3c2O[C@H](CN(C)S(=O)(=O)c2ccccc2)[C@@H](C)CN([C@H](C)CO)C3=O)cc1	-1	-33	32	2.4
O=C(c1ccc(F)cc1)N1CCCCN2[C@H](CO)[C@@H](c3ccc(/C=C/c4ccccc4)cc3)[C@H]2C1	48	108*	-23	0.7
C[C@@H]1CN([C@H](C)CO)C(=O)c2cc(NS(=O)(=O)c3cn(C)cn3)ccc2O[C@H]1CN(C)S(=O)(=O)c1ccc(F)cc1	.	85	5	-2.0
COc1ccc2c3c(n(C)c2c1)[C@@H](CO)N(Cc1ccncc1)CC31CCN(C(=O)Cc2ccncc2)CC1	12	.	-19	2.7
CC(=O)N1[C@H](CO)[C@H]2c3ccccc3N(C(=O)Nc3cc(F)ccc3F)C[C@H]21	-7	-10	2	2.3
CN1CCN(C(=O)C[C@H]2CC[C@H]3[C@@H](COC[C@H](O)CN3C(=O)Nc3ccc(Cl)cc3)O2)CC1	.	24	5	-1.6
C[C@@H]1CCCCO[C@@H](CN(C)C(=O)CCC(F)(F)F)[C@@H](C)CN([C@H](C)CO)C(=O)c2cc(NC(=O)CCCN(C)C)ccc2O1	3	24	59	0.1
CC(C)NC(=O)NCC[C@H]1CC[C@@H](NC(=O)CCN2CCCCC2)[C@H](CO)O1	1	0	7	0.8
CCCNC(=O)N(C)C[C@@H]1Oc2cc(C3=CCCCC3)ccc2S(=O)(=O)N([C@@H](C)CO)C[C@@H]1C	-1	70	-23	3.8
COc1cccc(CNC(=O)[C@@H]2N[C@@H]3c4ccc(/C=C/c5ccccc5)c(=O)n4C[C@@H]3[C@H]2CO)c1	4	-3	-1	-0.1
C[C@@H]1CN([C@H](C)CO)C(=O)c2cccc(NC(=O)C3CCCCC3)c2O[C@H]1CN(C)Cc1ccc2c(c1)OCO2	-8	58	-30	0.4
COc1ccc2c3c([nH]c2c1)[C@@H](CO)N(C(=O)C1CCOCC1)CC31CCN(S(C)(=O)=O)CC1	-3	.	26	0.0
CN(C)C(=O)C[C@@H]1CC[C@H]2[C@@H](COC[C@H](O)CN2Cc2ccc(C(F)(F)F)cc2)O1	27&6	-2	30	-0.8
O=S(=O)(N[C@H]1CC[C@H](CCn2cc(-c3ccccc3F)nn2)O[C@H]1CO)c1ccc(F)cc1	-8	-6	-19	0.4
COc1ccc(CN(C)C[C@@H]2Oc3ccc(NC(=O)Cn4cnnn4)cc3CC(=O)N([C@H](C)CO)C[C@@H]2C)cc1	0	9	-3	0.1
CC(C)NC(=O)N(C)C[C@@H]1OCCCC[C@H](C)Oc2ccc(NC(=O)c3ccccc3)cc2C(=O)N([C@@H](C)CO)C[C@H]1C	13	17	-36	-0.9
O=C(C[C@H]1C[C@@H]2c3cc(NC(=O)C4CCC4)ccc3O[C@@H]2[C@@H](CO)O1)NCc1ccc(Cl)cc1	-6	2	-22	-0.9
COc1cccc(CN2CC3(CN(C(C)=O)C3)c3c(n(C)c4cc(OC)ccc34)[C@H]2CO)c1	-2	.	-1	-0.7
CCNC(=O)C[C@@H]1CC[C@@H]2[C@@H](COc3ccc(NC(=O)Nc4ccc(Cl)cc4)cc3C(=O)N2C)O1	-6	5	0	0.8
O=C(O)C[C@@H]1CC[C@H](NC(=O)c2ccncc2)[C@@H](CO)O1	.	-33	16	-0.2
Cc1noc(C)c1NC(=O)N1C[C@@H](O)COC[C@@H]2O[C@@H](CC(=O)N3CCc4ccccc4C3)CC[C@H]21	3&-1	29	4	3.0
C[C@@H]1CN([C@@H](C)CO)S(=O)(=O)c2ccc(Br)cc2O[C@H]1CN(C)Cc1ccccn1	2&0	107*!	19&5	0.3
CCCNC(=O)[C@@H]1N[C@@H]2c3ccc(-c4cccc(F)c4)c(=O)n3C[C@@H]2[C@H]1CO	-5	-24	2	1.4
C[C@@H]1CN([C@H](C)CO)C(=O)Cc2cc(NC(=O)C3CC3)ccc2O[C@@H]1CN(C)Cc1ccncc1	0	65	12	-0.7
C[C@H]1CN([C@@H](C)CO)C(=O)c2cc(C#CCN(C)C)cnc2O[C@@H]1CN(C)Cc1ccccc1F	-1	52	-41	7.5
COc1ccc(CN(C)C[C@H]2OCCCC[C@@H](C)Oc3ccc(NS(=O)(=O)c4ccc(F)cc4)cc3C(=O)N([C@H](C)CO)C[C@H]2C)cc1	4	39	-64	-0.5
C/C=C/c1cnc2c(c1)C(=O)N([C@@H](C)CO)C[C@H](C)[C@@H](CN(C)S(=O)(=O)c1cn(C)cn1)O2	.	.	6	-1.3
O=S(=O)(c1ccc(F)cc1)N1CCCCN2[C@H](CO)[C@H](c3ccc(-c4ccccc4F)cc3)[C@@H]2C1	1	111*	18	.
CC(C)NC(=O)Nc1ccc2c(c1)C(=O)N([C@@H](C)CO)C[C@H](C)[C@@H](CN(C)S(C)(=O)=O)O2	2	-9	6	-2.0
CS(=O)(=O)N1CC2(C1)[C@@H](c1ccccc1)[C@@H](CO)N2Cc1ccc(F)cc1	4	.	-28	-0.3
CO[C@H](CN(C)C(=O)c1cnccn1)[C@@H](C)CN([C@H](C)CO)S(=O)(=O)c1ccc(Cl)cc1	.	-58	20	-0.5
CO[C@@H]1CC[C@@H]2CCN(C)C(=O)[C@@H](C)N(C)C(=O)c3cccc(C#N)c3OC[C@H]1O2	-3	23	.	0.5
COCC(=O)N1[C@@H]2CN(C(=O)c3ccccc3)c3ccccc3[C@@H]2[C@@H]1CO	3	-27	-42	1.2
C[C@@H]1CN([C@@H](C)CO)C(=O)c2cc(NC(=O)C3CCCCC3)ccc2O[C@@H](C)CCCCO[C@H]1CN(C)CC1CCCCC1	1	76	-51	-1.0
C[C@@H]1CN([C@@H](C)CO)C(=O)c2ccccc2-c2ccccc2CO[C@@H]1CN(C)C(=O)Nc1ccc(F)cc1	0	41	-20	-1.3

A second format for some results above:
Fields: C diff growth	Tcruzi prolif	Pf Dd2 growth	KDM4C inh
C[C@H]1CN([C@@H](C)CO)C(=O)c2cc(C#CCN(C)C)cnc2O[C@@H]1CN(C)Cc1ccccc1F
 : -1	52	-41	7.5
CO[C@H](CN(C)C(=O)c1cnccn1)[C@@H](C)CN([C@H](C)CO)S(=O)(=O)c1ccc(Cl)cc1
 : .	-58	20	-0.5

Six records drawn at random from those above:
SMILES	C diff growth	Tcruzi prolif	Pf Dd2 growth	KDM4C inh
C[C@@H]1CN([C@H](C)CO)C(=O)Cc2cc(NC(=O)C3CC3)ccc2O[C@@H]1CN(C)Cc1ccncc1	0	65	12	-0.7
CO[C@@H]1CC[C@@H]2CCN(C)C(=O)[C@@H](C)N(C)C(=O)c3cccc(C#N)c3OC[C@H]1O2	-3	23	.	0.5
C[C@@H]1CN([C@@H](C)CO)C(=O)c2ccccc2-c2ccccc2CO[C@@H]1CN(C)C(=O)Nc1ccc(F)cc1	0	41	-20	-1.3
CC(C)NC(=O)Nc1ccc2c(c1)C(=O)N([C@@H](C)CO)C[C@H](C)[C@@H](CN(C)S(C)(=O)=O)O2	2	-9	6	-2.0
COCC(=O)N1[C@@H]2CN(C(=O)c3ccccc3)c3ccccc3[C@@H]2[C@@H]1CO	3	-27	-42	1.2
C/C=C/c1cnc2c(c1)C(=O)N([C@@H](C)CO)C[C@H](C)[C@@H](CN(C)S(=O)(=O)c1cn(C)cn1)O2	.	.	6	-1.3

Other structures follow:
SMILES	C diff growth	Tcruzi prolif	Pf Dd2 growth	KDM4C inh
COc1cccc(CNC(=O)C[C@@H]2CC[C@H](NC(C)=O)[C@@H](CO)O2)c1	.	63	-4	1.3
COc1ccc(-c2cn(CC[C@H]3CC[C@@H](NC(=O)CCN4CCCCC4)[C@H](CO)O3)nn2)cc1	.	-7	-2	0.1
Cc1ccccc1S(=O)(=O)N1[C@H](CO)[C@@H](c2ccc(C#CC3CCCC3)cc2)[C@@H]1C#N	2	.	-53	4.5
CN(C)C(=O)c1ccc(-c2ccc3c(c2)[C@H]2[C@H](CCN2C(=O)c2ccccc2F)[C@@H](CO)N3)cc1	1	53	-49	-1.9
N#C[C@@H]1[C@H](c2ccccc2-c2cccc(F)c2)[C@@H](CO)N1S(=O)(=O)c1cccc(F)c1	1	.	-9	-1.5
C/C=C/c1ccc2c(c1)O[C@@H](CN(C)C(=O)c1ccc3c(c1)OCO3)[C@@H](C)CN([C@@H](C)CO)S2(=O)=O	3	28	-25	4.8
N#Cc1ccc(-c2ccc([C@H]3[C@H]4CN(C(=O)Cc5ccccc5)CC(=O)N4[C@H]3CO)cc2)cc1	-6	.	-5	-0.2
COc1ccccc1NC(=O)N(C)C[C@H]1Oc2ncc(C#CCC(C)C)cc2C(=O)N([C@H](C)CO)C[C@@H]1C	-7	88	-74	-0.4
O=C(c1ccccn1)N1CC(=O)N2[C@H](CO)[C@H](c3ccc(C#Cc4ccccc4)cc3)[C@@H]2C1	-1	.	-28	-0.7
O=S(=O)(c1ccc(-c2ccccc2)cc1)N1C[C@@H]2N[C@H](C1)C2c1ccc(-c2ccccc2)cc1 (stereo partly specified)	13&12	.	-87*!	0.0&-0.7
COc1ccc2c3c(n(C)c2c1)[C@H](CO)NCC31CN(C(=O)Nc2ccccc2F)C1	-7	.	4	0.2
CC(C)(O)C#Cc1ccc([C@H]2[C@H]3CN(Cc4ccccc4F)CCCCN3[C@H]2CO)cc1	4	44	-22	2.0
CC(C)NC(=O)Nc1ccc2c(c1)CC(=O)N([C@H](C)CO)C[C@@H](C)[C@@H](CN(C)C(=O)Nc1ccc3c(c1)OCO3)O2	7	27	-14	2.3
CN1c2ccc(Br)cc2[C@H]2[C@H](CCN2C(=O)Nc2cccc(F)c2)[C@H]1CO	31	69	17	0.2
CC(C)CC#Cc1cnc2c(c1)C(=O)N([C@H](C)CO)C[C@H](C)[C@H](CN(C)Cc1cccc(C(=O)O)c1)O2	1	.	8	-1.5
COc1ccccc1C#Cc1ccc([C@@H]2[C@@H](C#N)N(C(=O)C3CCCC3)[C@@H]2CO)cc1	-4	.	-63	-6.5
O=C(NCC[C@H]1CC[C@H](NC(=O)c2ccccc2F)[C@@H](CO)O1)c1ccc2c(c1)OCO2	.	-12	2	-0.4
C[C@@H]1CN([C@H](C)CO)C(=O)c2cc(NC(=O)Nc3ccc(C(F)(F)F)cc3)ccc2O[C@H]1CN(C)Cc1ccc(Cl)c(Cl)c1	-3	-86	26	0.0
COCC(=O)N1[C@H](CO)[C@@H](c2ccc(-c3ccccc3OC)cc2)C12CN(C(C)=O)C2	6	.	-1	2.1
O=C(N[C@H]1CC[C@@H](CC(=O)N2CCCCC2)O[C@@H]1CO)c1ccccn1	1	-18	20	1.1
